Assay outcomes as filed in PubChem BioAssay.
MT stabilizer: microtubule stabilizers in HeLa cells, primary screen, imaging, high-content imaging; HeLa tubulin immunostaining HCS, 24 h; share of cells brighter than vehicle mean+2SD; % tubulin-high responders, % at 10 µM; hit rate 0.83% among 200,000;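 active means plate Z-score above 3 for both tubulin-high and condensed-nucleus cell shares, with cell loss under 80%, at 10 µM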;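 further: anti alpha tubulin signal scored within the nucleus-defined area of each cell; some results filed as inactive read as strong as hits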
bCat nuc transl: modulators of beta-catenin nuclear translocation, primary screen, imaging, HeLa cells, immunofluorescence, high-content; nuclear translocation activity, % at 5 µM; hit rate 0.3% among 190,000; AID 1665, 2009;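 active means nuclear translocation activity above 50% at 5 µM, with a well cell count of 50 or more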;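 further: per-cell ratio of nuclear to cytoplasmic median beta-catenin stain intensity; plate controls were DMSO negative control for no effect and GSK-3 inhibitor IX positive control for full effect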
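test system = HeLa cells, endogenous beta-catenin | dosing = single 5 µM dose plus 0.02–20 µM confirmation series | times = compound treatment 24 h, 37°C, 5% CO2 | technique = beta-catenin immunofluorescence imaging with DAPI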
Myeloid diff 2: induction of myeloid progenitor differentiation, primary screen, cell-based, flow cytometry, MLPCN library. ER-HoxA9 myeloid progenitors, lysozyme-GFP differentiation. calls only at 10 µM. hit rate 1% among 360,000;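 active means normalized GFP-positive differentiation at or above the plate's own cutoff, the solvent-only control mean plus 3 SD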;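 further: cells exposed to compound for four days before flow analysis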
T cell modulator: modulators of CD8 T cell-vesicle binding, primary screen, mouse 2C CD8+ T cells, flow cytometry. calls only at 7 µM. AID 2052, 2009. hit rate 0.068% among 330,000. 2C CD8+ T cell-vesicle binding; stronger effect = lower value;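 active means response, share of CD8 T cells binding vesicles, and their 90th percentile fluorescence all below set limits, cut at about 80% in these data, passing the limit was not always enough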
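Benchmarks: naked versus QL9-loaded vesicles / Assay system: purified 2C TCR transgenic mouse naive CD8+ T cells / Technique: high-throughput flow cytometry with anti-B7-1 and anti-CD8 staining / Timing: Cell–vesicle co-incubation 1.5 h at 37 °C, staining 20 min on ice / Read-out: percent CD8+ FL2 mean versus row control / Probe or stimulus: QL9-loaded Drosophila micro-vesicles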
Insulin prom up: insulin promoter activators in MIN6 cells, imaging, high-content screening, mouse beta cells; MIN6 insulin promoter-GFP reporter; stronger effect = higher value; hit rate 0.3% among 190,000; z-score at 5 µM;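 active means z-score above 3 at 5 µM with at least 500 cells counted in the well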
WT yeast gro inh: growth inhibition of WT strain, primary screen, mitochondrial fusion inhibitor project, WT and mutant strains, chemical genetic; mitochondrial fusion phenotypic screen; inhibition, % at 10 µM; hit rate 2.1% among 190,000; AID 1362, 2008; in the data active means inhibition above about 58%; tested in S. cerevisiae
Autophagy HCS: autophagy modulators in MEF cells, primary screen, imaging, high-content, MEF GFP-LC3; MEF GFP-LC3 puncta imaging; test concentration mostly 10 µM; calls only at 10 µM (by protocol); hit rate 0.98% among 190,000; AID 463193, 2010;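 active means percentage of spot-positive cells more than 3 SD above its plate mean, without a fluorescence outlier flag or 80% toxicity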;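 further: spot-positive cell cutoff set from DMSO-treated cells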
Lipid droplet: inhibitors of hepatocyte lipid droplet formation, primary screen, imaging, high-throughput imaging, BODIPY stain; AML12 mouse hepatocytes, oleate lipid droplets; hit rate 0.4% among 240,000; AID 1656, 2009; inhibition, % at 6.5 µM;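 active means lipid droplet intensity inhibited by at least 50%, with more than 500 cells counted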
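Material – mouse AML12 hepatocyte cell line, fixed after treatment · Compound dosing – one dose, 6.5 µM compound · Times – compound with oleate, overnight · Measured by – Image-based BODIPY and DAPI two-channel analysis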
West Nile virus CPE: West Nile virus antiviral activity, cell-based, CPE readout (AID 1621); West Nile virus-infected cells, CPE inhibition; higher % means a stronger effect; CPE inhibition, % at 10 µM, or IC50 in µM where a hit was titrated; hit rate 0.02% among 290,000; in the data active means a potency from the dose series; further: strong numbers were not always called active
WT yeast gro inh mutant strain: second read-out of WT yeast gro inh, no call of its own (marks repeat the call); inhibition, %; mitochondrial fusion phenotypic screen, mutant strain inhibition
Insulin prom up cell count: recorded beside Insulin prom up, whose call it bears; cell count; measured here: cytotoxicity, nuclei count;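 total cells summed across four imaged fields per well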
Lipid droplet cells 6.5 µM: also measured in Lipid droplet; calls as there; cell count; measured here: cell count, cytotoxicity flag;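 cells counted across two imaged fields per well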
bCat nuc transl cell count 5 µM: further read-out of bCat nuc transl, marked with its call; cell count; measured here: cell count, cytotoxicity flag
T cell modulator vesicle-bound %: also measured in T cell modulator; calls as there; double positive events, %; measured here: CD8+ vesicle-bound cell fraction;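 binding gate set so that unloaded-vesicle control wells show 10% double positive cells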
MT stabilizer Hoechst-high %: further read-out of MT stabilizer, marked with its call; % Hoechst-high responders; measured here: nuclear condensation Hoechst responders;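 share of cells brighter than vehicle mean plus two SD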
MT stabilizer cytotoxicity %: recorded beside MT stabilizer, whose call it bears; toxicity, %; measured here: cytotoxicity by cell density;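 0% = mean cell density of plate MIN control wells and 100% = no cells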
Autophagy HCS cell loss 18 h: further read-out of Autophagy HCS, marked with its call; toxicity, %; measured here: cell loss, nuclei count;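 cell loss after 18 h compound exposure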
Myeloid diff 2 GFP+ MAC1+ %: recorded beside Myeloid diff 2, whose call it bears; GFP+ MAC1+ double positive, %; measured here: differentiation confirmed by MAC1 staining
Numbers without * were called inactive; i = inactive; . = no result given; + = active, no number.

SMILES | MT stabilizer | MT stabilizer Hoechst-high % | MT stabilizer cytotoxicity % | bCat nuc transl | bCat nuc transl cell count 5 µM | Myeloid diff 2 | Myeloid diff 2 GFP+ MAC1+ % | T cell modulator | T cell modulator vesicle-bound % | Insulin prom up | Insulin prom up cell count | WT yeast gro inh | WT yeast gro inh mutant strain | Autophagy HCS | Autophagy HCS cell loss 18 h | Lipid droplet | Lipid droplet cells 6.5 µM | West Nile virus CPE
CCN(CC)S(=O)(=O)c1ccc(C(=O)NCC(c2ccc(OC)cc2)N2CCOCC2)cc1 (stereo not drawn) | 2.0 | 1.6 | 7.8 | -4.4 | 1125 | i | 0.3 | i | 7 | -0.35 | 1256 | -13 | -42 | i | -1 | -25 | 686 | -0.3%
COCCNC(=O)Cn1cc(C(=S)N2CCOCC2)c2ccccc21 | 2.9 | 2.0 | 11 | -0.1 | 1529 | i | 0.9 | i | 47 | 0.38 | 1444 | -5 | 7 | i | 5 | 13 | 701 | -0.1%
CCOc1ccc(S(=O)(=O)N2CCCCC2)c(C)c1C | 5.5 | 2.2 | 25 | -0.2 | 1356 | i | 0.2 | . | . | . | . | 31 | 11 | i | 23 | -13 | 686 | -0.5%
CCCN1C(=O)c2ccccc2NC1c1ccc(Cl)cc1 (stereo not drawn) | . | . | . | . | . | i | 0.9 | i | 22 | . | . | . | . | . | . | -9 | 791 | -0.7%
Cc1cn2c(nc1=O)OC1C(O)C(COC(=O)c3ccccc3)OC12 (stereo not drawn) | 4.0 | 3.1 | 7.5 | -5.2 | 1072 | i | 7.7 | i | 30 | 1.1 | 826 | 5 | 0 | i | 5 | -6 | 669 | 0.8%
C/C(=N/N1CCN(Cc2ccccc2)CC1)c1ccc(Br)cc1 | . | . | . | . | . | i | 0.5 | i | 56 | . | . | . | . | . | . | 0 | 845 | -0.3%
CCOc1ccc(OCCOc2ccc(/C=C/C(=O)O)cc2OCC)cc1 | . | . | . | . | . | i | 1.4 | i | 18 | . | . | . | . | . | . | 2 | 783 | 0.6%
CC12CCC(C(=O)NCCc3ccccc3)(OC1=O)C2(C)C (stereo not drawn) | 2.6 | 0.8 | 4.7 | 0.6 | 1493 | i | 0.2 | i | 27 | 0.18 | 1442 | 1 | 4 | i | 20 | . | . | -0.7%
COc1cccc(/C=C/C(=O)OCC(=O)Nc2ccccc2Sc2ccccc2)c1 | 5.0 | 1.9 | 7.4 | . | . | i | 0.3 | i | 55 | -0.16 | 1366 | 28 | 10 | i | 29 | -2 | 729 | 0.0%
O=C(CCc1nc2ccccc2[nH]c1=O)OCc1ccc(S(=O)(=O)N2CCOCC2)cc1 | 2.2 | 2.4 | 7.7 | . | . | i | 4.2 | i | 51 | -0.29 | 1314 | 2 | 5 | i | 1 | -2 | 683 | -0.4%

Next section (four carried over from the part before).
SMILES | MT stabilizer | MT stabilizer Hoechst-high % | MT stabilizer cytotoxicity % | bCat nuc transl | bCat nuc transl cell count 5 µM | Myeloid diff 2 | Myeloid diff 2 GFP+ MAC1+ % | T cell modulator | T cell modulator vesicle-bound % | Insulin prom up | Insulin prom up cell count | WT yeast gro inh | WT yeast gro inh mutant strain | Autophagy HCS | Autophagy HCS cell loss 18 h | Lipid droplet | Lipid droplet cells 6.5 µM | West Nile virus CPE
CCOc1ccc(OCCOc2ccc(/C=C/C(=O)O)cc2OCC)cc1 | . | . | . | . | . | i | 1.4 | i | 18 | . | . | . | . | . | . | 2 | 783 | 0.6%
CC12CCC(C(=O)NCCc3ccccc3)(OC1=O)C2(C)C (stereo not drawn) | 2.6 | 0.8 | 4.7 | 0.6 | 1493 | i | 0.2 | i | 27 | 0.18 | 1442 | 1 | 4 | i | 20 | . | . | -0.7%
COc1cccc(/C=C/C(=O)OCC(=O)Nc2ccccc2Sc2ccccc2)c1 | 5.0 | 1.9 | 7.4 | . | . | i | 0.3 | i | 55 | -0.16 | 1366 | 28 | 10 | i | 29 | -2 | 729 | 0.0%
O=C(CCc1nc2ccccc2[nH]c1=O)OCc1ccc(S(=O)(=O)N2CCOCC2)cc1 | 2.2 | 2.4 | 7.7 | . | . | i | 4.2 | i | 51 | -0.29 | 1314 | 2 | 5 | i | 1 | -2 | 683 | -0.4%
Cc1ccc(NC(=S)NC(=O)CC2CC(C)(C)OC2=O)cc1 (stereo not drawn) | 2.7 | 1.4 | 0.5 | 0.8 | 1004 | i | 0.2 | i | 48 | -0.3 | 1550 | 6 | 7 | i | -16 | 3 | 743 | -0.3%
CCCC(c1nnnn1C1CCCC1)N1CCN(C(=O)c2ccco2)CC1 (stereo not drawn) | 1.3 | 1.0 | 2.3 | -5.0 | 1008 | i | 1.9 | i | 11 | -0.36 | 1184 | 5 | 31 | i | 11 | . | . | -0.2%
C[C@H](NC(=O)c1nc[nH]c1C(=O)N[C@H](C)c1ccccc1)C(=O)OC(C)(C)C | 4.3 | 1.6 | 12 | -3.4 | 1175 | i | 2.0 | i | 44 | -0.64 | 1455 | -10 | -5 | i | -10 | -1 | 698 | .
NS(=O)(=O)c1ccc(CNS(=O)(=O)c2cc(C(=O)O)ccc2Cl)cc1 | 2.1 | 1.9 | 8.5 | 0.4 | 1516 | i | 0.3 | i | 58 | 0.19 | 1493 | -3 | 8 | i | 18 | . | . | -0.3%
COc1ccc(N=Nc2c(N)n[nH]c2N)cc1 | . | . | . | -2.2 | 1159 | i | 0.8 | i | 31 | -0.39 | 1497 | . | . | . | . | -4 | 722 | 0.6%
CCOc1cnc(-c2ccc(Cl)cc2)o1 | 1.5 | 1.6 | 6.8 | -0.3 | 943 | i | 0.9 | i | 46 | -0.22 | 1764 | -6 | 3 | i | -4 | -15 | 693 | 0.1%
O=C(CN1CCC(NC(=O)c2ccccc2)CC1)NCc1ccccc1F | 4.4 | 4.6 | 12 | -2.8 | 669 | i | 1.9 | i | 26 | -1.1 | 1205 | 18 | 30 | i | -7 | . | . | -0.2%
O=C(NCCSCc1ccccc1)c1ccccc1 | 3.6 | 1.2 | 0.1 | -3.1 | 532 | i | 0.6 | i | 36 | -0.01 | 1369 | 12 | 0 | i | 22 | 2 | 645 | -0.7%
COc1cccc(CNC(=O)C23CN(Cc4ccccc4)CC2C(c2ccc([N+](=O)[O-])cc2)=NO3)c1 (stereo not drawn) | 2.7 | 1.5 | 2.7 | . | . | i | 1.1 | . | . | . | . | 30 | 15 | i | -1 | . | . | -1.7%
Cc1ccc(N2C(=O)SC(N(CC(=O)O)c3cccc(C)c3)C2=O)cc1 (stereo not drawn) | 5.8 | 2.3 | 11 | 0.6 | 804 | i | 7.9 | i | 11 | 0.22 | 975 | -2 | 0 | i | 1 | . | . | -0.2%
O=C(CCCn1cc([N+](=O)[O-])cn1)NC1CCCCCC1 | 3.1 | 1.9 | 5.6 | -0.1 | 1062 | i | 0.8 | i | 10 | -0.48 | 1287 | 21 | -1 | i | -8 | -2 | 674 | -1.0%
CCOc1ccc(NCC2CCOC(C)(C)C2)cc1 (stereo not drawn) | 3.7 | 2.3 | 8.9 | -1.9 | 1185 | i | 1.1 | i | 13 | . | . | 4 | 2 | i | -3 | -8 | 723 | -0.3%
O=C(Nc1ccccc1C(=O)NCC1CCCO1)c1ccco1 (stereo not drawn) | 1.6 | 2.1 | 7.2 | -0.9 | 1135 | i | 1.5 | i | 56 | -0.55 | 964 | -7 | 8 | i | 2 | 6 | 812 | -0.1%
Cc1ccc(CN2C(=O)c3ccccc3Sc3ccc(C(=O)NCCN4CCOCC4)cc32)cc1 | . | . | . | . | . | i | 1.4 | i | 29 | . | . | . | . | . | . | 12 | 714 | 2.0%
CSc1ccc(CNc2ccccn2)cc1 | 6.7 | 3.8 | 5.1 | -4.4 | 1010 | i | 0.0 | i | 33 | 0.68 | 1474 | 7 | 16 | i | 16 | . | . | 1.1%
CCn1c(C)nnc1SCC(=O)Nc1ccc(N2CCOCC2)cc1 | . | . | . | . | . | i | 0.0 | i | 20 | . | . | . | . | . | . | -2 | 803 | -0.3%
Nc1ccc2oc(-c3ccccc3Cl)nc2c1 | 4.4 | 2.2 | 3.8 | -1.1 | 1114 | i | 0.5 | i | 54 | -0.15 | 1492 | -2 | -3 | i | -4 | -2 | 605 | -0.4%
O=c1c(Cl)c2oc3ccccc3nc-2c2ccccc12 | 1.5 | 1.4 | 3.8 | 0.1 | 1004 | + | 5.3* | i | 49 | . | . | 44 | 16 | + | 18* | 6 | 582 | -0.1%
O=C(Nc1ccc(Cl)cc1)c1cncs1 | . | . | . | . | . | i | 0.9 | i | 61 | . | . | . | . | . | . | -6 | 843 | -0.1%
O=C(O)C1CCN(C(=O)CSc2nc3ccccc3s2)CC1 | 2.8 | 2.6 | 8.5 | -1.5 | 1023 | i | 0.1 | i | 58 | 0.1 | 1343 | -4 | -6 | i | 4 | 3 | 700 | -0.2%
COc1ccc(OCC(=O)N2CCN(C(=O)COc3ccccc3)CC2)cc1 | 2.9 | 2.2 | 8.1 | . | . | i | 0.8 | i | 43 | -0.82 | 1239 | 3 | -10 | i | -5 | 18 | 742 | -0.2%
COc1ccc2[nH]c3c(=O)n(N)c(C)nc3c2c1 | 4.2 | 2.9 | 2.2 | -3.5 | 1023 | i | 0.6 | i | 41 | -0.42 | 1414 | 6 | 8 | i | 11 | -14 | 627 | -0.3%
